# Vif-APOBEC3G blk – inhibitors of Vif-APOBEC3G interaction | Q9HC16 | HeLa A3G-eYFP + Vif (tagged APOBEC3G with the HIV-1 protein that degrades it), YFP fluorescence, overnight | Potency, µM (highest dose often 46.1 µM), inactives show at the highest dose activity, negative = active, actives largely listed as inhibitors | hit rate 0.076% among 410,000 | AID 602310;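 further: potency means the concentration at half of the fitted maximal effect; on the % scale 0 is the no-effect control and ±100 the full control effect; nearly all actives have a fitted effect of over 60% in size; hits raise eYFP signal because A3G escapes Vif-driven loss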
# Target sequence (Q9HC16 whole entry, looked up): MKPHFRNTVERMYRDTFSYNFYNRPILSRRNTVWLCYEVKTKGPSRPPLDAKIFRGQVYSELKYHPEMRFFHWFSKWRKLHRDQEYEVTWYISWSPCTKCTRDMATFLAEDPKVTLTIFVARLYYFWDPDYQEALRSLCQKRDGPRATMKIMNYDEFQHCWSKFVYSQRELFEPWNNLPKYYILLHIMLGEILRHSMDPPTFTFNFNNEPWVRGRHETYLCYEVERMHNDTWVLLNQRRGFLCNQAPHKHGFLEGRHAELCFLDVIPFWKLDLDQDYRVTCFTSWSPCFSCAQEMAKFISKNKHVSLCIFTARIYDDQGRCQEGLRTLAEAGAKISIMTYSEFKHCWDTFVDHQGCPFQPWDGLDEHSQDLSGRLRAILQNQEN
#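 Read-out is eYFP fluorescence (Ex 488/Em 500-530) from Vif-expressing HeLa A3G-eYFP cells; more signal means A3G escaped Vif-mediated degradation. Cells plated overnight, compound pinned in, incubated overnight at 37 deg C.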
# D2 ag – agonists of human D2 dopamine receptor. P14416. HEK293 T-REx D2 cells, calcium flux agonist mode. activation, % at 2 µM. AID 485358. hit rate 0.53% among 340,000;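 active means activation over 3 SD above normal in the single-dose calcium agonist read, cut at about 30% in these data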; further: 0% is about no effect
# Target sequence (P14416 whole entry, looked up): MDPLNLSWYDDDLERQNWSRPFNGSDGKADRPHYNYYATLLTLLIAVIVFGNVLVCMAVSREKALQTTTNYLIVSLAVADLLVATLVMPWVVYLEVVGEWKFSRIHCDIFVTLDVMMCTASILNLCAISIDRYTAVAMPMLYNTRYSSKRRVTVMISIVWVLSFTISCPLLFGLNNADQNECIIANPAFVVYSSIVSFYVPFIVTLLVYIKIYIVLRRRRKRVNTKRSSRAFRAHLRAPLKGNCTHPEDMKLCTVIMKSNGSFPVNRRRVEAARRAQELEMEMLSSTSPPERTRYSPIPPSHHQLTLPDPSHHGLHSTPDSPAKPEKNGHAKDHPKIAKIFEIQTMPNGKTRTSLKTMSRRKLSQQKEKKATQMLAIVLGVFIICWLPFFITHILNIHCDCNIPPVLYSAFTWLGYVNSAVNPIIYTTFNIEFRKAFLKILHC
#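 Agonism scored from kinetic calcium signal (1 read/sec, 180 s) following compound pin transfer, after a 10 s baseline. Cells: HEK293 Trex line expressing inducible D2 receptor coupled to calcium, dye-loaded after overnight culture at 30 C.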
# LDHA inh – LDHA (human) enzyme inhibition | P00338 | purified LDHA, NADH/diaphorase-resazurin fluorescence; hits give low values | activity change, % (values are at about 110 or 230 µM) | hit rate 0.15% among 480,000 | AID 1347041; in the data active means activity change below about -30%; inconclusive means mostly about -25% to -30%;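 further: plate controls were DMSO wells for no effect and wells without enzyme for full effect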
#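 Resorufin fluorescence (ex540/em590), read at 0 and 20 min after diaphorase/resazurin addition, reports the NADH left after a 5 min room-temperature reaction of 2 nM human LDH5 with 0.06 mM NADH and 0.2 mM pyruvate.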
# Vif-A3F inh – Vif-A3F binding inhibition. HeLa A3F-eYFP + Vif (tagged APOBEC3F with the HIV-1 protein that degrades it), YFP fluorescence increase. Potency, µM (top dose mostly 46.1 µM), without a hit: top-dose activity, negative = active. hit rate 0.2% among 390,000. AID 602313; further: potency means the concentration at half of the fitted maximal effect; % of control where 0% means no effect; nearly all actives have a fitted effect of over 65% in size
#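 HeLa cells stably expressing Vif plus C-terminally eYFP-tagged A3F were seeded, incubated overnight at 37 deg C, dosed with compound, incubated overnight again at 37 deg C. Yellow fluorescence (Ex 488/Em 500-530) reported blocked Vif-mediated A3F-eYFP degradation.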
# D2 antag – D2 dopamine receptor (human) antagonism | HEK293 TREx D2 cells, calcium flux, dopamine EC80 | P14416 | inhibition, % at 10 µM | hit rate 2% among 340,000 | AID 485344; in the data active means inhibition above about 30%; further: 0% is about no effect
#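 Tetracycline-induced HEK293 T-REx cells expressing D2 force-coupled to calcium signalling were dye-loaded, exposed to compound for 180 s, then challenged with an EC80 of dopamine; calcium flux was followed kinetically for a further 180 s.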
# ALOX12 inh – ALOX12 (human) lipoxygenase inhibition | hit rate 1.1% among 580,000 | purified 12hLO, xylenol orange hydroperoxide absorbance | P18054 | AID 1671190 | Potency, µM (series often up to 108 µM), without a hit: at the top dose activity change, negative = inhibition, most hits filed as inhibitors; further: potency means the concentration at half of the fitted maximal effect; on the % scale 0 is the no-effect control and ±100 the full control effect
#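 Purified human 12hLO (150 nM final) in 25 mM Hepes, 0.01% Triton X-100, pH 7.0 was preincubated 15 min at room temperature with compound. Then 40 uM arachidonic acid was added, 30 min. Hydroperoxide was read by Fe-XO absorbance ratio 573/405 nm.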
# ERG-DNA inh – blocks human ERG Ets domain binding to DNA; fluorescence polarization, His-ERG Ets domain / labelled DNA; Potency, µM (titrated, usually from 76.9 µM), without a hit: at the top dose FP activity, negative = inhibition, hits mostly inhibitors; hit rate 0.028% among 370,000; AID 624246; active means well fitted inhibition curve with a large enough effect in the polarisation, with a control signal flat; inconclusive means small, poorly fitted or top-dose-only effect, or effect the other way, or a change in a side signal; inactive means no such curve, though single readings can be large or run the other way; the % refers to the polarisation;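 further: polarization taken with two DNA probes labelled with fluorescein and Texas red; potency means the concentration at half of the fitted maximal effect; % of control where 0% means no effect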
#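 His-tagged ERG Ets domain (1 uM in the protein solution; 300mM KCl, 50mM Tris-HCl, 1mM EDTA, 1mM DTT, pH 7.5) received compound, then a probe mix of 5 nM fluorescein-DNA and 100nM Texas-615-DNA. Fluorescence polarization was read for both dyes.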
# GRP78 ERSR act – induces the endoplasmic reticulum stress response in human glioma cells | Potency, µM, inactives show top-dose activation, usual class: activators | U87-MG GRP78 promoter luciferase reporter, 16 h | hit rate 0.02% among 420,000; further: potency means the concentration at half of the fitted maximal effect; series mostly up to about 76 µM; % of control where 0% means no effect; nearly all actives have a fitted effect of over 35% in size
#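 Stably transfected U87-MG glioma cells carrying a GRP78-based luciferase sensor; 16 h compound incubation. Luminescence end-point read 10 min after Bright-Glo addition at room temperature.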
# RGS4 inh – blocks human RGS4-accelerated GTP hydrolysis; P49798; hit rate 0.039% among 390,000; Transcreener GDP fluorescence polarization, RGS4-accelerated GTP hydrolysis; Potency, µM (highest dose often 114 µM), for the others: at the top dose activity change, negative = inhibition, hits mostly inhibitors; further: potency means the concentration at half of the fitted maximal effect; on the % scale 0 is the no-effect control and ±100 the full control effect; nearly all actives have a fitted effect of over 75% in size; some results filed as inactive show a strong effect at the top dose
# Target sequence (P49798 whole entry, looked up): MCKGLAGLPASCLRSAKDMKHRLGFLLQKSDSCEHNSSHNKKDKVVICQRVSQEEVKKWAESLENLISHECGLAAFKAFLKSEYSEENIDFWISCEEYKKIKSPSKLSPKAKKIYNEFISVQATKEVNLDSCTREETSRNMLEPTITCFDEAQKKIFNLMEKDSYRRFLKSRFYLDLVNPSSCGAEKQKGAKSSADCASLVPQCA
#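 MLSMR compounds (23 nl, pin-transferred) preincubated 10 min at room temperature with a 500nM (2x) first reagent, then RGS4 at 900nM (2x) plus Transcreener GDP mix added; fluorescence polarization (620/688 nm) read before and after 90 min at 30 °C.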
# The depositor's hits bear a star; u = inconclusive; x = no result given; & = joins results of further samples; [ ] = another dose, or the depositor's remark. Unless noted, the call rests on the fitted dose curve; in most records, active means well fitted curve in the direction sought with a large enough effect; inconclusive means small, poorly fitted or top-dose-only effect, or another doubt; inactive means no such curve, though single readings can be large; an effect the other way counts as inactive or inconclusive. This is a subset; rates above refer to the full screens.
# The first eleven entries (preview)
# Every second line gives: Vif-APOBEC3G blk	D2 ag	LDHA inh	Vif-A3F inh	D2 antag	ALOX12 inh	ERG-DNA inh	GRP78 ERSR act	RGS4 inh
COC(=O)CCCC1=CC2=C(c3ccccc3)C(=O)C(C)(OC(=O)C3CCCC3)C(=O)C2=CN1CC1CC1 (stereo not drawn)
  3%	-0.6	15	4%	22	-18%	-5%	-3%	-10%
O=C(NC1CCCC1)C(c1ccc(Cl)cc1)N1CCc2ccccc21 (stereo not drawn)
  3%	x	-4	4%	x	u	-14%	-4%	10%
COc1ccc(N2CCN(C(=O)CCc3nc(-c4ccc(C)cc4)no3)CC2)cc1
  2%	-2.4	3	-1%	-7	-22%	-1%	-5%	-7%
O=C(Nc1ccccc1Cl)C1CCCN(S(=O)(=O)c2ccc(F)cc2)C1 (stereo not drawn)
  0%	-0.6	-2	-26%	16	1%	-2%	-2%	23%
COc1cccc(CNC(=O)CCCn2nc(C)c3c(C)n(-c4ccc(C)cc4)nc3c2=O)c1OC
  0%&6%	-0.4&-0.8	-1&8	-8%&-7%	-13	0%&-8%	2%&-2%	-2%&2%	-1%&-22%
COC(=O)c1nccnc1C(=O)Nc1ccccc1N1CCOCC1
  1%	0.1	-4	2%	-16	-2%	3%	-3%	-10%
Cc1oc2cc3c(C(=O)N4CCCCC4)c(C)oc3cc2c1C(=O)N1CCCCC1
  -1%	0.6	-1	-1%	-8	0%	x	-1%	-28%
CC(C)C(c1nnnn1C1CCCC1)N1c2ccccc2CC1C (stereo not drawn)
  2%	0.4	19	-1%	6	-2%	3%	-3%	8%
COc1ccccc1NC(=O)CSc1ccc(-c2ccco2)nn1
  -1%	0.1	-2	1%	-31	2%	14%	1%	-18%
CCOC(=O)c1oc2c(c1C)-c1nn(Cc3ccc(Cl)cc3)cc1CC2
  x	-1.2	8	x	x	-19%	17%	x	27%
Cc1ccc(Cn2ccn(CC(=O)Nc3c(C)cc(C)cc3C)c(=O)c2=O)cc1
  1%	0.4	-16	8%	x	u	0%	-3%	8%

# Main list, previewed entries included:
# Every second line gives: Vif-APOBEC3G blk	D2 ag	LDHA inh	Vif-A3F inh	D2 antag	ALOX12 inh	ERG-DNA inh	GRP78 ERSR act	RGS4 inh
COC(=O)CCCC1=CC2=C(c3ccccc3)C(=O)C(C)(OC(=O)C3CCCC3)C(=O)C2=CN1CC1CC1 (stereo not drawn)
  3%	-0.6	15	4%	22	-18%	-5%	-3%	-10%
O=C(NC1CCCC1)C(c1ccc(Cl)cc1)N1CCc2ccccc21 (stereo not drawn)
  3%	x	-4	4%	x	u	-14%	-4%	10%
COc1ccc(N2CCN(C(=O)CCc3nc(-c4ccc(C)cc4)no3)CC2)cc1
  2%	-2.4	3	-1%	-7	-22%	-1%	-5%	-7%
O=C(Nc1ccccc1Cl)C1CCCN(S(=O)(=O)c2ccc(F)cc2)C1 (stereo not drawn)
  0%	-0.6	-2	-26%	16	1%	-2%	-2%	23%
COc1cccc(CNC(=O)CCCn2nc(C)c3c(C)n(-c4ccc(C)cc4)nc3c2=O)c1OC
  0%&6%	-0.4&-0.8	-1&8	-8%&-7%	-13	0%&-8%	2%&-2%	-2%&2%	-1%&-22%
COC(=O)c1nccnc1C(=O)Nc1ccccc1N1CCOCC1
  1%	0.1	-4	2%	-16	-2%	3%	-3%	-10%
Cc1oc2cc3c(C(=O)N4CCCCC4)c(C)oc3cc2c1C(=O)N1CCCCC1
  -1%	0.6	-1	-1%	-8	0%	x	-1%	-28%
CC(C)C(c1nnnn1C1CCCC1)N1c2ccccc2CC1C (stereo not drawn)
  2%	0.4	19	-1%	6	-2%	3%	-3%	8%
COc1ccccc1NC(=O)CSc1ccc(-c2ccco2)nn1
  -1%	0.1	-2	1%	-31	2%	14%	1%	-18%
CCOC(=O)c1oc2c(c1C)-c1nn(Cc3ccc(Cl)cc3)cc1CC2
  x	-1.2	8	x	x	-19%	17%	x	27%
Cc1ccc(Cn2ccn(CC(=O)Nc3c(C)cc(C)cc3C)c(=O)c2=O)cc1
  1%	0.4	-16	8%	x	u	0%	-3%	8%
Cc1ccc(NC(=O)c2cccc(S(=O)(=O)N3CCc4ccccc4C3)c2)nc1
  1%	0.3	-5	6%	31*	11%	14%	-2%	3%
COc1ncnc2c1ncn2CC1COC(C)(C)O1 (stereo not drawn)
  3%	x	-6	-8%	x	u	10%	-1%	13%
O=C1c2ccccc2NC2(CCCC2)N1N=C1CCCC1
  0%	0.6	-5	5%	9	10%	-5%	3%	13%
CCOc1nc(-c2ccccc2)ccc1-c1noc(COC)n1
  -12%	2.2	0	u	8	u	-5%	1%	21%
CN(C)c1ccc(CNC(=O)c2ccc(NC(=O)c3nsc4ccccc34)cc2)cc1
  1%	0.1	-3	1%	x	2%	-2%	-6%	-11%
COc1ccc(NC(=O)c2ccco2)cc1NC(=O)c1cccc(F)c1
  0%	0.4	-3	-2%	23	-19%	-13%	-2%	-31%
COc1cccc(OCCCCN2CCCCC2)c1
  0%	-0.2	u	0%	-10	-9%	-5%	-3%	30%
CCN1CCN(CCC(=O)Nc2ccccc2)CC1
  0%	1.2	0	-13%	-5	0%	16%	1%	11%
Cc1cc(C)nc(NC2=N[C@@H]3CCCC[C@H]3N2C(=O)Nc2cc(Cl)cc(Cl)c2)n1
  -1%	x	-9	-4%	x	9%	-3%	1%	17%[11.4 µM]
Cc1cn(C2CCCCO2)c(=O)[nH]c1=O (stereo not drawn)
  -1%	x	-10	-1%	x	-2%	5%	-3%	-6%
COc1ccc(CNC(=O)c2cc(-c3ccccc3O)n[nH]2)cc1
  2%	-0.3	-10	1%	2	0%	-2%	-5%	-3%
Cc1ccccc1COc1cccn2c(N(C)C(=O)CCC3CCCC3)c(C)nc12
  -20%	x	-7	x	x	u	x	-1%	x
CC1(c2ccc3ccccc3c2)NC(=O)N(CC(=O)N2CCN(Cc3ccc(C#N)cc3)CC2)C1=O (stereo not drawn)
  2%	1.0	5	7%	13	x	-5%	-2%	17%
O=C(Nc1ccc2nc(-c3ccccn3)[nH]c2c1)C1CCCCC1
  -7%	0.7	4	-13%	-7	44%[activator]	9%	-2%	-14%[56.9 µM]
CC1(C(=O)NCc2ccco2)CCN1C(=O)C1(c2ccccc2)CC1 (stereo not drawn)
  -2%	x	-1	x	x	u	x	13%	x
Cc1c(Br)ccc(NC(=O)COc2ccccc2C(N)=O)c1C
  -2%	-0.2	-1	-16%	-8	-11%	-3%	2%	8%
N#Cc1ncc(C(F)(F)F)cc1Sc1ccccc1N
  -1%	0.1	-2	1%	-11	46%[activator]	1%	-2%	-15%
COC(=O)c1[nH]c2ccccc2c1NC(=O)CN1CCCCCC1
  2%	-1.2	-6	1%	8	0%	0%	-3%	-35%
CCOc1ccccc1NC(=O)/C(C#N)=C/c1c(C)nn(-c2ccccc2)c1Cl
  -1%	0.1	-4	9%	11	3%	7%	-3%	u
COCCN1C(=O)N[C@@H](c2ccccc2)[C@H](C(C)=O)[C@H]1C
  -4%	x	-8	-6%	x	-1%	2%	-2%	5%
CCN(CC)CC(=O)c1c(C)n(C)c2ccc(OC)cc12
  2%	x	11&-18	x	x	7.9µM*	x	-5%	x
CC(C)c1nnc(N2C(=O)C(O)=C(C(=O)c3cccs3)C2c2ccccc2)s1 (stereo not drawn)
  -23%	166*	-3	u	48*	u	14%	-4%	5%
CC(O)C(=O)N/N=C/c1ccccc1C(=O)O (stereo not drawn)
  0%	0.8	-2	5%	-9	-1%	-9%	0%	-31%
CCC1CCCCN1Cc1ccc(OC)c(C)c1C (stereo not drawn)
  1%	-1.1	-1	1%	26	u	4%	4%	1%
CCNC(=O)NC(=O)CSc1ccc2ccccc2c1
  -6%	3.7	-4	-7%	10	-3%	-4%	-2%	u
COc1ccccc1NC(=O)Cn1nc(-c2ccc(Cl)cc2)c2ccccc2c1=O
  -1%	1.0	-2	x	-9	-11%	4%	1%	-31%
COC(=O)C1=C(C)n2cnnc2NC1c1ccc(Cl)cc1 (stereo not drawn)
  -4%	x	-4	2%	x	252%[activator]	-5%	0%	-33%
Cc1[nH]c2ccc(C(=O)NCC(C)(C)N3CCOCC3)cc2c1C
  2%	-5.5	-5	6%	0	-5%	12%	-1%	7%
CCCCC(=O)Nc1ccc(C(=O)Nc2ccc(S(=O)(=O)Nc3ccc(C)cc3)cc2)cc1
  -8%	0.7	-12	-26%	16	1%	-7%	-9%	11%
CCCC(=O)Nc1ccc2nc(SCC(=O)N3CCOCC3)sc2c1
  -6%	1.2	1	-7%	x	-22%	4%	-2%	3%

# 2 entries drawn at random from the list so far, as already listed:
# Every second line gives: Vif-APOBEC3G blk	D2 ag	LDHA inh	Vif-A3F inh	D2 antag	ALOX12 inh	ERG-DNA inh	GRP78 ERSR act	RGS4 inh
CC(C)c1nnc(N2C(=O)C(O)=C(C(=O)c3cccs3)C2c2ccccc2)s1 (stereo not drawn)
  -23%	166*	-3	u	48*	u	14%	-4%	5%
CCC1CCCCN1Cc1ccc(OC)c(C)c1C (stereo not drawn)
  1%	-1.1	-1	1%	26	u	4%	4%	1%

# Assay outcomes deposited in PubChem BioAssay by National Center for Advancing Translational Sciences (NCATS).
